PAD4 inh: human PAD4 inhibitors, primary screen, biochemical, fluorescence polarization, 1536-well format. Protein-arginine deiminase type-4 (Homo sapiens), Q9UM07. recombinant PAD4, RCA probe fluorescence polarization. inhibition, % at 6.36 µM. 330,000 compounds, 0.41% hits;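 active = percent inhibition above a cutoff equal to the mean of all tested compounds plus 3 SD, cut at about 15% in these data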;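 also: 0% = PAD4 with RCA probe and DMSO and 100% = probe without PAD4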
LYPLA1 counter: LYPLA1 inhibitors, primary screen, counter-screen for PME1 inhibitor project, biochemical, fluorescence polarization, FP-Rh probe ABPP. Acyl-protein thioesterase 1 (Homo sapiens), O75608. inhibition, % at 5.9 µM. recombinant LYPLA1. 320,000 compounds, 0.16% hits. AID 2174, 2009;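 active = inhibition above the mean of all tested compounds plus 3 SD, set per campaign, cut at about 14% in these data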;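 also: inhibitors block serine hydrolase probe labeling of LYPLA1 so polarization falls; 0% = enzyme with DMSO and 100% = wells lacking LYPLA1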
pPAFAH FP inh: pPAFAH enzyme inhibitors, primary screen, biochemical, fluorescence polarization, human; Platelet-activating factor acetylhydrolase (Homo sapiens), Q13093; AID 463082, 2010; inhibition, % at 3.39 µM; recombinant pPAFAH, FP-rhodamine probe fluorescence polarization; 330,000 compounds, 1.5% hits;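 active = inhibition above the mean inhibition across the screen plus 3 SD, cut at about 25% in these data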;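 also: inhibitors block binding of the rhodamine activity-based probe so polarization drops; 0% = enzyme with DMSO and 100% = wells lacking pPAFAH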
Target sequence (Q13093 whole entry, looked up): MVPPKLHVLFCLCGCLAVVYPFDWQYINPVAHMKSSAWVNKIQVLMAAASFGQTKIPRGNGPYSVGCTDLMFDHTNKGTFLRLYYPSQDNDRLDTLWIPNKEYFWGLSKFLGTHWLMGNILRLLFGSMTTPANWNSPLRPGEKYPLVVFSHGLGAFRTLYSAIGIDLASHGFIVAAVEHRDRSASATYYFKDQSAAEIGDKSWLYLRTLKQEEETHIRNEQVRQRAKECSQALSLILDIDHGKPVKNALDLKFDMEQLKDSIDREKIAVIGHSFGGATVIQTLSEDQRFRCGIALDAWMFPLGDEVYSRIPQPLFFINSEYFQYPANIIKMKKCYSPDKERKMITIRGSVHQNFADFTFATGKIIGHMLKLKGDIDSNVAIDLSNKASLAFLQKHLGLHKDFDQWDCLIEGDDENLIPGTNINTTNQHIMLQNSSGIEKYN
GSTO1 inh: inhibitors of recombinant GSTO1, primary screen, counter-screen for RBBP9 inhibitor project, biochemical, fluorescence polarization; Glutathione S-transferase omega-1 (Homo sapiens), P78417; activity-based probe fluorescence polarization; inhibition, % at 5.96 µM; 300,000 compounds, 1.1% hits; AID 1974, 2009;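 active = inhibition above the campaign mean inhibition plus 3 SD, cut at about 35% in these data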;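 also: 0% = GSTO1-1 with DMSO and 100% = wells lacking GSTO1-1 enzyme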
PAFAH1B3 inh: PAFAH1B3 enzyme inhibitors, primary screen, biochemical, fluorescence polarization, human; recombinant PAFAH1B3, FP-rhodamine probe; inhibition, % at 3.39 µM; AID 492972, 2010; 340,000 compounds, 0.28% hits; Platelet-activating factor acetylhydrolase IB subunit alpha1 (Homo sapiens), Q15102;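 active = inhibition above the screen-wide average of all tested compounds plus 3 SD, cut at about 25% in these data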;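 also: 0% = enzyme with DMSO only and 100% = wells lacking PAFAH1B3 protein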
Target sequence (Q15102 whole entry, looked up): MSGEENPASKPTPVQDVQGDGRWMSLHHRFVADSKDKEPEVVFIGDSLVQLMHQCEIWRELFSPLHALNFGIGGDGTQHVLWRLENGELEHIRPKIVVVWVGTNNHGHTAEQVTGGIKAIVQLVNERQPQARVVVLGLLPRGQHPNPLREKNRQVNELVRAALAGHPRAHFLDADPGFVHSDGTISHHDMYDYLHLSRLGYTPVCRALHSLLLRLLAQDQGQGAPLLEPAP
PME-1 inh: PME-1 inhibitors via competitive probe labeling, primary screen, biochemical, fluorescence polarization, FP-Rh probe, HTS; inhibition, % at 5.9 µM; Protein phosphatase methylesterase 1 (Homo sapiens), Q9Y570; 320,000 compounds, 0.53% hits; AID 2130, 2009; recombinant PME-1;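 active = inhibition above the campaign mean of all compounds plus 3 SD, cut at about 26% in these data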;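 also: competitive labeling of PME-1 active site by serine hydrolase directed probe; 0% = PME-1 with DMSO and 100% = wells lacking PME-1 enzyme; inhibitors block probe labeling so polarization falls and inhibition rises; many of its hits are not listed in these tables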
PAFAH1B2 FP inh: PAFAH1B2 enzyme inhibitors, primary screen, biochemical, fluorescence polarization, human; inhibition, % at 3.39 µM; recombinant PAFAH1B2, FP-rhodamine activity probe; 340,000 compounds, 1.2% hits; Platelet-activating factor acetylhydrolase IB subunit alpha2 (Homo sapiens), P68402;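 active = inhibition above the mean of all tested compounds plus 3 SD, cut at about 24% in these data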;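 also: 0% = enzyme with DMSO and 100% = wells lacking PAFAH1B2; many of its hits are not listed in these tables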
Target sequence (P68402 whole entry, looked up): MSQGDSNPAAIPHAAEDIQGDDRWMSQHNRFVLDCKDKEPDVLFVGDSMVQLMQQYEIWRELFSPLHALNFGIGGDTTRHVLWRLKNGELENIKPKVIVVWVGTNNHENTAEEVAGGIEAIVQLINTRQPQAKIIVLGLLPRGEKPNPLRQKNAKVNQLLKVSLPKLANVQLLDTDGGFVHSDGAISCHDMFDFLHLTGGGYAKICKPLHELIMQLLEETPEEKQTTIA
PAFAH2 FP inh: PAFAH2 enzyme inhibitors, primary screen, biochemical, fluorescence polarization, human. recombinant PAFAH2, FP-rhodamine activity probe. inhibition, % at 3.39 µM. 340,000 compounds, 0.99% hits. AID 492956, 2010;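 active = inhibition above the mean over all tested compounds plus 3 SD, cut at about 30% in these data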;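 also: inhibitors block probe labeling of enzyme so polarization drops; 0% = enzyme with DMSO and 100% = wells lacking PAFAH2 protein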
Fam108B counter: mouse Fam108B serine hydrolase inhibitors, primary screen, counter-screen for RBBP9 inhibitor project, biochemical, fluorescence polarization. recombinant Fam108B, FP-Rh probe fluorescence polarization. inhibition, % at 9.51 µM. 300,000 compounds, 0.33% hits;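 active = inhibition above the screen mean inhibition plus 3 SD, computed separately per campaign, cut at about 18% in these data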;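 also: inhibitors lower polarization as less probe binds the enzyme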
Numbers without * were called inactive; nt = no result given.

SMILES	PAD4 inh	LYPLA1 counter	pPAFAH FP inh	GSTO1 inh	PAFAH1B3 inh	PME-1 inh	PAFAH1B2 FP inh	PAFAH2 FP inh	Fam108B counter
CCN(C(=O)CN1CCN(S(=O)(=O)c2cc(Cl)ccc2Cl)CC1)c1c(N)n(Cc2ccccc2)c(=O)[nH]c1=O	-0.5	-2.4	3.5	-7.8	4.5	6.8	2.6	-0.1	-5.4
O=C(COc1ccc(Br)cc1)N/N=C1/SCC(=O)N1Cc1ccccc1	0.7	2.3	18.8	-0.4	7.2	3.7	11.3	10.0	5.3
Cc1c(C(=O)N2CCN(S(=O)(=O)c3cccs3)CC2)oc2ccc(F)cc12	-0.9	nt	2.6	nt	14.1	nt	-3.5	3.9	nt
COc1ccccc1C(=O)C1CCCN(C(=O)c2snnc2C)C1 (centres undefined)	0.6	0.7	0.1	1.6	14.5	-1.1	6.5	-1.9	-2.4
CCN(C(C)=O)c1cccc2ccccc12	-4.8	1.1	-4.0	0.2	4.4	0.4	-1.9	6.0	-3.0
COc1ccccc1NC(=O)CSc1nnc(C)n1CC1CCCO1 (centres undefined)	0.2	4.5	2.7	13.3	-0.4	10.5	2.3	-13.6	6.9
COc1cc(N2C(=O)c3ccccc3C2=O)c(Cl)cc1C(=O)OCC(=O)N1CCOCC1	-0.7	0.0	2.1	15.3	-0.5	3.3	-2.8	-2.9	5.6
CC(C)CC1NC(=O)N(CC(=O)N2CCN(S(=O)(=O)c3ccc(Cl)cc3)CC2)C1=O (centres undefined)	2.0	2.3	6.3	-1.0	-0.5	3.0	20.5	-0.6	3.0
O=C(C[C@@H]1NS(=O)(=O)OC2CCCCC21)c1ccccc1 (some centres undefined)	-9.6	1.8	-3.7	1.9	-5.0	12.7	7.3	0.3	-4.6
CCn1nc(C)cc1C(=O)OCC(=O)c1ccc(Cl)cc1	-0.2	0.2	4.3	2.6	0.5	-1.4	3.7	-2.7	-5.5
O=C(CSc1nc2ccccc2nc1N1CCCC1)Nc1ccc(F)cc1	4.8	-3.8	19.9	2.4	3.7	0.8	5.4	0.6	-2.3
COc1ccc(NC(=O)N(C)C[C@H]2Oc3c(NC(=O)C4CCCCC4)cccc3C(=O)N([C@H](C)CO)C[C@@H]2C)cc1	0.6	nt	-2.0	nt	-2.4	nt	4.5	-2.9	nt
Cc1ccc(NC(=O)CN(C)C(=O)/C=C/c2cccs2)cc1	-4.8	-1.6	2.5	6.1	2.7	2.4	0.2	3.0	-0.2
CCOc1ccc(/C=N/Nc2cc(C)nc(N3CCOCC3)n2)cc1	0.1	-5.5	8.3	0.3	2.5	7.6	0.3	1.9	4.5
CCN1CCc2c(sc(NC(=O)Cc3ccccc3)c2C(N)=O)C1	-0.6	-1.6	-4.8	0.2	-2.0	0.0	3.6	5.4	-0.2
CCN(c1ccc(C(=O)CSc2nnc(C3CC3)n2C2CC2)cc1)S(C)(=O)=O	-3.1	1.1	0.1	nt	4.3	0.9	-2.5	-0.6	nt
COc1cccc(C2(c3cccc(OC)c3)CC2C(=O)Nc2cccc3ccccc23)c1 (centres undefined)	0.2	-0.5	2.6	-8.7	2.1	-3.1	0.9	3.2	-0.6
Cc1ccc(NC(=O)C2=CC=CN3CCS(=O)(=O)N=C23)cc1	1.0	0.2	3.1	nt	8.2	7.7	8.3	-5.4	nt
COc1ccc2nc(C3CCCCC3)nc(C3CCCCC3)c2c1	6.0	1.2	2.9	2.7	7.1	-7.0	-0.5	-3.6	-3.8
CCN1CCC(C(N)=O)CC1	0.3	2.9	3.4	-3.8	-4.8	-1.2	-2.8	3.4	2.0
Cc1ccc(S(=O)(=O)CCC(=O)OCC(=O)NC2CCS(=O)(=O)C2)cc1 (centres undefined)	-3.6	3.2	4.3	-3.4	8.4	0.5	2.2	0.3	1.5
CCCCCCn1c(=O)c(-c2ccccc2)c(O)c2ccccc21	5.0	-1.0	4.3	7.5	7.8	-4.3	0.6	11.6	0.6
COc1ccc(CC(CN)c2ccccc2)cc1 (centres undefined)	-0.8	5.2	-3.8	-0.8	3.0	-2.0	4.2	-4.3	-0.9
Cc1ccc(NC(=S)NC(=O)C2CCCC2)c(Br)c1	-5.9	nt	-1.8	nt	-0.6	nt	-1.2	-3.5	nt
Cc1ccc(C(=O)COC(=O)CCN2C(=O)C3C4CCC(C4)C3C2=O)cc1C (centres undefined)	5.0	-5.4	6.0	3.9	7.2	2.9	-3.3	-1.1	2.6
O=C(CNC(=O)c1ccccc1)NCC(=O)OCC(=O)c1ccc([N+](=O)[O-])cc1	-3.3	-4.9	0.7	12.6	6.8	-1.3	5.8	-7.5	0.1
COCCCNC(=S)N1CCN(Cc2ccc3c(c2)OCO3)CC1	-1.8	2.5	-1.9	-5.2	-1.0	-1.0	0.6	3.0	0.2
CCOc1ccc2nc(NC(=O)CSc3cn[nH]n3)sc2c1	3.9	0.4	-1.2	1.9	3.5	2.4	5.6	3.9	-1.4
N#CCCN(Cc1cccnc1)C(=S)NCc1ccco1	-0.5	-0.7	0.0	3.5	8.3	4.7	0.0	3.5	-2.8
CCC1=NN2C(=N)/C(=C\c3ccc(OCCOc4ccccc4)c(OC)c3)C(=O)N=C2S1	-4.3	-2.0	8.6	-8.5	nt	6.8	nt	nt	1.7
C=CCNC(=O)c1onc(CSc2ccc(C)c(C)c2)c1C(=O)O	-1.5	0.3	-1.4	-8.4	11.0	-3.1	4.9	2.7	5.9
C=C(C)Cn1c(SCC(=O)O)nnc1-c1ccc(C(C)(C)C)cc1	-0.8	-0.8	3.0	7.0	0.8	-0.2	11.3	10.1	2.0
N#C/C(=C(/O)COc1ccccc1)c1nnc2n1CCCCC2	-4.7	1.8	2.9	1.7	0.9	-5.8	9.0	5.0	-1.5
CC(=O)c1cc(-c2ccccc2)n(CC(=O)Nc2cc(C)cc(C)c2)c1C	4.5	-5.8	1.5	-6.0	-0.5	-1.9	4.1	3.9	-4.7
O=C(O)CN(Cc1ccco1)S(=O)(=O)c1ccccc1	2.3	-0.6	0.6	-3.2	2.5	1.4	6.3	0.4	-0.4
Cc1cc(C(=O)NNC(=O)C2CCCC2)c(C)o1	0.4	1.9	7.0	0.3	7.7	0.2	1.9	-3.0	2.3
O=S(=O)(Nc1ccc(Cl)cn1)c1ccc2c(c1)OCCO2	9.8	-0.7	3.6	7.8	13.1	6.8	6.2	0.5	-0.6
O=C(Nc1cccc2cccnc12)c1cccnc1	-2.7	-2.1	-2.8	5.1	2.5	1.4	0.5	-6.6	-3.3
O=C(/C=C/c1cccc([N+](=O)[O-])c1)c1ccc([N+](=O)[O-])o1	-1.9	0.5	16.5	19.4	13.7	7.4	2.4	6.4	7.2
COc1cc2c(cc1OC)C(Nn1cnnc1)=NC1(CCCC1)C2	0.6	-4.2	-1.1	-2.0	7.7	1.8	3.4	-4.3	1.9
Cc1ccc(NC(=O)CSc2nc3[nH]c(=O)cc(O)c3s2)c(Br)c1	-1.7	-4.3	8.8	nt	8.1	-6.2	6.5	-0.9	nt
N#C/C(=C1\CCCN1)c1nc2ccccc2c(=O)[nH]1	5.4	-2.7	1.1	-2.5	5.8	3.7	8.2	4.2	-0.7
O=C(Nc1ccccc1F)C1CCCN(S(=O)(=O)c2cccc3cccnc23)C1 (centres undefined)	1.4	1.3	4.3	-0.5	-1.5	-1.4	-4.2	0.3	-0.1
CC1CN(Cc2ccc(C#N)cc2Cl)CC(C)O1 (centres undefined)	1.4	1.3	3.5	7.6	-2.3	-1.9	5.4	2.1	-1.7
CN1CCN(S(=O)(=O)c2ccc(Br)c3ccccc23)CC1	1.0	-1.6	-2.3	7.3	5.3	6.0	2.1	2.2	-1.3
CN(C)c1ccc(-c2nnn(CC(=O)Nc3ccccc3N3CCOCC3)n2)cc1	4.7	-0.1	2.3	7.5	6.0	3.4	-0.2	6.6	-1.2
O=C(CN1CCN(Cc2ccccc2)CC1)c1ccccc1	1.1	-4.2	1.2	5.4	3.8	2.7	4.3	6.6	-1.5
COc1ccccc1N1CCN(C(=O)CSc2nc(C)c(Cc3ccccc3)c(=O)[nH]2)CC1	7.5	1.7	2.0	-1.7	3.6	2.5	-1.2	5.5	0.8
Cc1ccccc1C(=O)N1CCN(c2ccc(NC(=O)c3cccs3)cc2)CC1	-4.9	1.1	4.7	-3.5	6.7	1.8	-0.1	4.0	0.1
Brc1ccc(N=NNc2ccccc2)cc1	0.3	-2.8	3.2	-0.3	6.9	32.9*	-0.7	-3.8	3.0
O=C(c1ccccc1)N1CCN(C(=O)N2CCCCC2)CC1	-5.3	-2.5	0.4	2.1	14.2	-1.9	6.7	-1.2	-44.3
O=C(NCCSc1ccccc1)c1ccc(CN2CCOCC2)cc1	-6.5	-4.1	0.0	-9.9	6.3	-5.5	8.9	3.3	-6.1
CCOc1ccc(Cl)cc1S(=O)(=O)n1cnc2cc(C)c(C)cc21	-7.4	0.2	-5.3	-0.5	4.0	2.8	-1.7	-3.7	1.3
Cn1ncc(Cl)c(Oc2ccc(Cl)cc2)c1=O	-2.4	-0.3	2.0	4.6	6.6	-0.6	5.4	6.1	-0.5
COc1cc(/C=C/C(=O)O)cc(S(=O)(=O)NCc2ccc3c(c2)OCO3)c1OC	-1.8	3.1	-3.3	3.7	5.9	1.4	8.2	0.6	-0.7
Cc1nn(CC(=O)NC2C(=O)N3C(C(=O)O)=C(CSc4nnnn4C)CSC23)cc1Br (centres undefined)	-7.9	-2.9	-0.8	1.8	-0.3	1.8	8.2	5.2	-2.7
Cc1cc2c(=O)n(NC(N)=O)c(C)nc2s1	1.8	-0.5	2.1	2.2	-2.4	-2.4	0.7	0.4	3.4
CCCC(C(=O)Nc1ccc(C)c(S(=O)(=O)N2CCOCC2)c1)c1ccccc1 (centres undefined)	-0.4	-2.2	8.5	-5.5	9.2	-8.2	6.5	0.5	-0.1
O=C(CN1CCN(C(=O)C2CCC2)CC1)Nc1ccc(F)cc1	-4.2	1.7	6.1	nt	-1.9	-0.2	-4.3	-4.6	nt
O=C(C1CC1)N1CCN(c2nc3ccccc3s2)CC1	-1.7	3.3	2.9	4.2	5.8	-1.8	3.5	7.6	1.0
Cc1ccccc1NC(=O)Oc1cccc(OC(=O)c2ccccc2)c1	4.0	-3.2	2.7	13.0	6.9	-0.2	5.7	3.1	6.6
COc1cc(/C=C/C(=O)Nc2cccc(S(=O)(=O)NC3=NCCCCC3)c2)ccc1OCC#N	-2.4	-15.0	7.1	-37.5	4.3	-15.7	-2.7	-9.9	-2.4
Cc1ccc(C(N)=Nc2ccccc2)cc1	0.4	4.4	7.6	2.5	5.7	5.0	5.7	1.7	0.5

An excerpt; count on the stated rates, not on these rows.
